S2 tox = Viability Counterscreen for Primary qHTS for Inhibitors of ATXN expression; S2 cells (HEK-293 line with an ATXN2-luciferase reporter) viability, CellTiter-Fluor protease fluorescence, 24 h; Potency, µM (highest dose often 56.7 µM), most hits filed as cytotoxic; actives 0.49% (n = 400,000); also: potency is read from the fitted curve at half-maximal effect; nearly all actives have a fitted effect of over 40% in size
SW480 rereplic = A quantitative high throughput screen for small molecules that induce DNA re-replication in SW480 colon adenocarcinoma cells | SW480 DNA re-replication, Hoechst DNA content imaging, 48 h | Potency, µM (highest dose often 46.1 µM), for the others: at the highest dose re-replication activation, actives largely listed as activators | actives 1.8% (n = 340,000) | AID 624297, 2012; also: potency is read from the fitted curve at half-maximal effect; % of control where 0% means no effect; nearly all actives have a fitted effect of over 55% in size
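Compounds, transferred as 23 nL by pin tool, were incubated with cells for 48 hr; DNA content per nucleus was then quantified by Hoechst staining and fluorescence plate imaging.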
HT1080 IDH1KD tx = qHTS for induction of synthetic lethality in tumor cells producing 2HG: qHTS for the HT-1080-IDH1KD cell line; AID 686971, 2013; actives 2% (n = 360,000); Potency, µM (top dose mostly 46.1 µM), for inactives: top-dose activity, negative = toxicity, hits mostly cytotoxic; HT-1080 IDH1 knockdown viability, ATP luminescence, 48 h;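 also: potency is read from the fitted curve at half-maximal effect; 0% = DMSO wells and -100% = cell-free medium wells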
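Knockdown cells (IDH1KD HT-1080) received compounds 2 h after plating at 750 cells/well and were kept 48 h at 37 °C in 5% FBS RPMI. A CellTiter-Glo luminescence read gave % activity for curve fitting.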
IL1B secr inh = qHTS for Inhibitors of Inflammasome Signaling: IL-1-beta AlphaLISA Primary Screen; actives 4.7% (n = 360,000); activity change, % at 57.5 µM; AID 743279, 2014; THP-1 LPS/ATP IL-1B secretion, AlphaLISA, 16 h; stronger effect = lower value; in the data active = activity change below about -50%; inconclusive = mostly about -30% to -49%; also: % is scaled to controls: 0 for no effect and ±100 for the full control effect
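THP-1 cells pretreated 1 hr with compounds (up to 57.5 uM final), then stimulated with LPS (250 ng/mL final) plus ATP (1.25 mM final); secreted IL-1B measured by AlphaLISA after 16 hr, decreased signal indicating inhibition.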
HT1080-NT tox = qHTS for induction of synthetic lethality in tumor cells producing 2HG: qHTS for the HT-1080-NT fibrosarcoma cell line; Potency, µM (series often up to 46.1 µM), without a hit: at the highest dose activity, negative = less viability, usual class: cytotoxic; HT-1080-NT fibrosarcoma viability, CellTiter-Glo ATP luminescence, 48 h; AID 686970, 2013; actives 1.6% (n = 360,000);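 also: NT is the 2HG producing partner of a matched IDH1 knockdown line; potency is read from the fitted curve at half-maximal effect; 0% = DMSO-treated cells and -100% = media-only wells without cells; nearly all actives have a fitted effect of over 55% in size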
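Fibrosarcoma NT cells, 750 per well in 5% FBS RPMI, were exposed to compound for 48 hours. Viability: CellTiter-Glo luminescence.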
HepG2 tox = qHTS for Inhibitors of TGF-b: Cytotox Counterscreen. HepG2 CAGA-GFP viability, ATP luminescence, 18 h. Potency, µM (titrated, usually from 46.1 µM), for the others: top-dose activity change, negative = cytotoxicity, most hits filed as cytotoxic. actives 0.76% (n = 410,000); also: potency is read from the fitted curve at half-maximal effect; some results filed as inactive show a strong effect at the top dose
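HepG2 CAGA-GFP cells (1000/well, DMEM with 1% FBS) received compound, then TGF-beta at 500 pg/mL final, and were incubated 18 hours at 37 degrees C. Viability was read by CellTiter-Glo luminescence. Media-only wells were set as complete cell-killing and DMSO as no toxicity.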
ATXN2 expr inh = Primary qHTS for Inhibitors of ATXN expression | HEK-293 ATXN2-luciferase reporter, luminescence, 24 h | AID 1745845, 2022 | actives 0.72% (n = 360,000) | Potency, µM (highest dose often 57 µM), inactives show at the highest dose activity change, negative = inhibition, most hits filed as inhibitors; also: potency is read from the fitted curve at half-maximal effect; % is scaled to controls: 0 for no effect and ±100 for the full control effect; nearly all actives have a fitted effect of over 55% in size
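ATXN2-luciferase reporter cells (luciferase flanked by upstream and downstream ATXN2 gene portions) were treated 24 h at 37 °C with compounds at up to 57 uM. SteadyGlo luminescence gave expression; GF-AFC fluorescence gave viability.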
KB-3-1 cytotox = qHTS assay for MDR1-selective chemotherapeutics: Primary screen using the parental adenocarcinoma cell KB-3-1; KB-3-1 viability, CellTiter-Glo ATP luminescence, 72 h; Potency, µM (titrated, usually from 46.1 µM), inactives show top-dose activity change, negative = cytotoxic, usual class: cytotoxic; actives 1.4% (n = 400,000); also: potency is read from the fitted curve at half-maximal effect; % is scaled to controls: 0 for no effect and ±100 for the full control effect; nearly all actives have a fitted effect of over 60% in size
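KB-3-1 cells, DMEM (no phenol red) + 10% FBS; compound by pin transfer, 72 h, 37 °C. Readout: CellTiter-Glo luminescence after 10 min. Data normalized, curve-fitted.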
MCF10A rereplic = A quantitative high throughput screen for small molecules that induce DNA re-replication in MCF 10a normal breast cells | actives 2.9% (n = 350,000) | Potency, µM (series often up to 46.1 µM), for inactives: at the top dose activity, positive = re-replication, usual class: activators | MCF 10A DNA re-replication, Hoechst nuclear intensity, 48 h; also: potency is read from the fitted curve at half-maximal effect; % of control where 0% means no effect; nearly all actives have a fitted effect of over 50% in size
Numbers without * were called inactive; i = inactive; ? = inconclusive; . = not tested or not shown; & = joins results of further samples. Unless noted, calls follow the shape of the dose curve; as a rule, active = well fitted curve in the direction sought with a large enough effect; inconclusive = small, poorly fitted or top-dose-only effect, or another doubt; inactive = no such curve, though single readings can be large; an effect the other way counts as inactive or inconclusive.

Results follow in this order: S2 tox, SW480 rereplic, HT1080 IDH1KD tx, IL1B secr inh, HT1080-NT tox, HepG2 tox, ATXN2 expr inh, KB-3-1 cytotox, MCF10A rereplic
1) COC(=O)c1cccc(NC(=S)N2CCN(C)CC2)c1
    i, 16%, 1%, -3, 10%, 2%, -8%, 8%, -1%
2) CCN(CC)c1ccc(NC(=O)COC(=O)COc2ccccc2[N+](=O)[O-])cc1
    ?, -3%, -1%, -7, 0%, 1%, -14%, 2%, 3%
3) CC(=O)OC1(C(C)=O)CCC2C3CC(C(F)(F)F)C4=CC(=O)CCC4(C)C3CCC21C (stereo not given)
    i, ?, 21µM*, -94*, 18µM*, -11%, 8%, -5%, 159%
4) Cc1nnc(-c2ccc(Oc3ccc(Br)cc3)c([N+](=O)[O-])c2)o1
    i, ?, 0%, 13, -8%, -2%, 5%, 0%, -2%
5) CCOc1cc(OCC)cc(C(=O)Nc2cccnc2)c1
    i, -8%, -8%, -3, 4%, -1%, 2%, -1%, -3%
6) COc1ccccc1CNC(=O)C(=O)NCC1CCCO1 (stereo not given)
    i, 3%, 3%, 8, 10%, -1%, 4%, 13%, -4%
7) Cc1cc(C)nc(N2CCCC(C(=O)NCc3cccc(C(F)(F)F)c3)C2)n1 (stereo not given)
    i, -8%, 0%, 14, 6%, -2%, -12%, -1%, ?
8) Cc1cccc(N2CCN(C(=O)c3ccc(CS(=O)Cc4ccc(Cl)cc4)o3)CC2)c1C (stereo not given)
    ?, -2%, -23%, -13, -30%, -24%, ?, 20%, ?
9) CC(C)Oc1ccc2ccccc2c1CNC[C@H]1O[C@@H](n2cnc(C(N)=O)n2)[C@H](O)[C@@H]1O
    i, 5%, 3%, 6, -3%, 2%, 1%, 0%, 7%
10) Cc1ccc(N2CC(C)Cn3c2nc2c3c(=O)[nH]c(=O)n2C)cc1 (stereo not given)
    i, 1%, -3%, 3, -1%, -18%, -13%, 8%, -3%
11) COc1ccc(C(=O)Nc2ccc(N3CCN(C)CC3)cc2)cc1[N+](=O)[O-]
    i, -10%, 19%, -7, 20%, -26%, -11%, 5%, 14%
12) C[C@H](O)[C@@H]1CN2CCc3c([nH]c4ccccc34)[C@@H]2C[C@@H]1N(C)Cc1cc(Cl)cc(Cl)c1
    i, ., -9%, -16, -16%, -6%, 9%, -6%, .
13) CC(Sc1nnc(-c2cc3ccccc3o2)n1-c1ccccc1)C(=O)O (stereo not given)
    i, -4%, -3%, 22, -4%, 4%, 3%, 10%, 2%
14) COc1cc(OC)c(NC(=O)Cn2cnc3sc(C)c(S(=O)(=O)N4CCC(C)CC4)c3c2=O)cc1Cl
    ?, ., ., ., ., 2%, 2%, 10%, .
15) O=C(COc1coc(CN2CCN(Cc3ccccc3)CC2)cc1=O)Nc1ccccc1
    i, -2%, -1%, 17, 0%, 6%, -10%, -3%, 2%
16) COc1ccc(SC[C@H](Cc2ccccc2)N2CC[C@@H](O)CCC2=O)cc1
    ?, -3%, 6%, 14, 8%, -69%&-13%, -8%, 14%&16%, -2%
17) CC1CC1C(=O)OCC(=O)Nc1ccc(S(=O)(=O)N2CCOCC2)cc1 (stereo not given)
    i, 3%, 2%, 1, 3%, 10%, 3%, 12%, -5%
18) CC1(c2ccccc2)NC(=O)N(CC(=O)Nc2ccc(N3CCOCC3)cc2N2CCOCC2)C1=O (stereo not given)
    i, 8%, -14%, 6, -21%, -2%, 3%, -4%, 0%
19) CCC(C)C(=O)Nc1nnc(SCC(=O)NC2CCCC2)s1 (stereo not given)
    i, -7%, 0%, 4, 19%, 10%, 3%, -10%, -2%
20) CCC(=O)Nc1c2c(nn1-c1cccc(Cl)c1)CS(=O)(=O)C2
    i, -2%, 0%, -1, 17%, -6%, ., 4%, -5%
21) O=c1c(-c2ccnn2-c2ccccc2F)cnc2n1CCS2
    i, -3%, 11%, 14, 19%, 2%, 29%, -2%, 13%
22) CCOC(=O)c1cc2sccc2n1CC(=O)Nc1ccc2c(c1)OCCO2
    ?, -4%, -1%, 9, 7%, 6%, 20%, 5%, 13%
23) CCOC(=O)C(NC(=O)c1ccccc1)(Nc1cc(C)on1)C(F)(F)F (stereo not given)
    i, -3%, 7%, 1, 7%, 5%, 5%, -5%, 0%
24) O=C(CCC(=O)c1cccs1)NNC(=O)c1ccc(Cl)cc1
    i, 0%, 6%, 12, 2%, -6%, 3%, ?, 0%
25) CC(=O)c1ccc(NC(=O)C2CCCC2)cc1
    i, 12%, -1%, -13, 1%, -29%, 21%, -2%, 0%
26) O=C(COC(=O)C1CC1)Nc1ccc(Oc2ccccc2)cc1
    i, 0%, -9%, 29, -9%, 1%, 14%, -1%, 9%
27) O=S(=O)(c1cccc2cccnc12)N1CCOCC1
    i, -4%, -7%, 26, 0%, -2%, 4%, -18%, -2%
28) O=C(NNc1nc(N2CCOCC2)nc(N2CCOCC2)n1)c1ccccc1
    i, -5%, 14%, -1, 8%, -1%, -23%, -14%, -3%
29) CCc1nc2ccc(C(=O)NCCCn3ccnc3)cn2c1N(CC)CCN(C)C
    i, ., 11%, -22, 12%, -8%, 1%, 0%, .
30) CCN(Cc1ccccc1)Cc1cc(OC)cc(OC)c1
    i, ?, -28%, 4, -12%, -19%, -21%, -3%, 26%
31) O=C(O)c1ccc(CNCc2cccc(Cl)c2)cc1
    ?, -2%, 16%, 8, 20%, 3%, ?, -9%, 0%
32) COc1ccc(N/C(C)=C2/C(=O)C(=O)N(CCO)C2c2ccc(Br)cc2)cc1 (stereo not given)
    i, -1%, -9%, -13, -4%, -16%, -8%, -21%, ?
33) Cn1c2ccccc2c2cc(C(=O)O)ccc21
    i, -13%, -1%, 26, 1%, 7%, -12%, 4%, -5%
34) CC(C)c1csc(CN2CCC(N3CCC(C(=O)N4CCOCC4)CC3)CC2)n1
    i, -5%, 23%, 21, 7%, -1%, -10%, 2%, -9%
35) COC(=O)[C@@H](NCc1ccc(B(O)O)cc1)C(C)C
    i, -4%, 8%, ?, 2%, -15%, -7%, 0%, ?
36) Cc1ccc2c(N)c(C#N)sc2n1
    i, 0%, 5%, 21, 14%, 2%, 7%, 4%, 0%
37) CCOc1ccccc1NC(=O)CN1CCC(NC(=O)c2ccccc2C)CC1
    i, 18%, -13%, 1, -2%, 6%, -30%, -7%, -2%
38) CCOc1ccc(CCN2C(=O)C(=O)N([C@@H](CC(C)C)CN3CCC[C@H]3CN3C(=O)C(=O)NC[C@@H]3Cc3ccc(O)cc3)C[C@@H]2CC(C)C)cc1
    ?, ., ?, -54*, ?, ., -4%, -6%, .
39) COc1cc(=O)n(C)c2c(O)cccc12
    i, 2%, -1%, 26, -8%, -2%, 7%, -1%, ?
40) COC(=O)C1=C(C)N(Cc2ccccc2)C(=NCc2cc(OC)c(OC)c(OC)c2)N[C@H]1c1ccccc1
    ?, -15%, -7%, ?, -1%, -15%, -1%, 3%, -12%

Fetched by compound from above, three records:
Results follow in this order: S2 tox, SW480 rereplic, HT1080 IDH1KD tx, IL1B secr inh, HT1080-NT tox, HepG2 tox, ATXN2 expr inh, KB-3-1 cytotox, MCF10A rereplic
35) COC(=O)[C@@H](NCc1ccc(B(O)O)cc1)C(C)C
    i, -4%, 8%, ?, 2%, -15%, -7%, 0%, ?
14) COc1cc(OC)c(NC(=O)Cn2cnc3sc(C)c(S(=O)(=O)N4CCC(C)CC4)c3c2=O)cc1Cl
    ?, ., ., ., ., 2%, 2%, 10%, .
37) CCOc1ccccc1NC(=O)CN1CCC(NC(=O)c2ccccc2C)CC1
    i, 18%, -13%, 1, -2%, 6%, -30%, -7%, -2%

The list goes on:
Results follow in this order: S2 tox, SW480 rereplic, HT1080 IDH1KD tx, IL1B secr inh, HT1080-NT tox, HepG2 tox, ATXN2 expr inh, KB-3-1 cytotox, MCF10A rereplic
41) O=C(CC1N=C2c3ccccc3N=C(SCc3ccc(Cl)cc3)N2C1=O)NCc1ccco1 (stereo not given)
    i, -4%, -22%, -7, -17%, -10%, -5%, -30%, 1%
42) Cc1ccc(S(=O)(=O)n2cnc3cc([N+](=O)[O-])ccc32)c(C)c1C
    i, -1%, 1%, 9, 2%, -4%, -10%, 13%, 0%
43) CC(C)(C)c1ccc(-c2nnc(SCCC#N)n2C2CCCC2)cc1
    i, ?, ?, -51*, ?, -15%, -29%, ?, 17%
44) COc1ccc(OC)c(S(=O)(=O)NC2CC2)c1
    i, 8%, 17%, 21, 10%, 0%, 4%, 20%, 0%
45) CCOC(=O)Cc1csc(N/N=C\c2ccc(N(C)C)cc2)n1
    i, 0%, 2%, -10, 5%, -2%, 1%, -5%, ?
46) CCC(C)[C@H](N)C(=O)N[C@H]1CCC2C3CC=C4C[C@@H](O)CC[C@]4(C)C3CC[C@@]21C (stereo not given in full)
    ?, ., ?, -111*, ?, 16µM*, ., -6%, .
47) CCOC(=O)C1=C(CCc2ccccc2)NC(=O)NC1c1ccc(C#N)cc1 (stereo not given)
    i, 8%, 12%, -20, 0%, 1%, -2%, 1%, 18%
48) CCN(CC)CCOC(=O)c1ccc(N/C=C(/C#N)c2nc(-c3ccc(OC)c(OC)c3)cs2)cc1
    i, 23µM*, -20%, -25, 23µM*, -73%, -24%, 0%, 18µM*

A few values from the entries so far:
COc1ccc(OC)c(S(=O)(=O)NC2CC2)c1 – IL1B secr inh = 21
CCOC(=O)C1=C(CCc2ccccc2)NC(=O)NC1c1ccc(C#N)cc1 (stereo not given) – ATXN2 expr inh = -2%
CCC(C)[C@H](N)C(=O)N[C@H]1CCC2C3CC=C4C[C@@H](O)CC[C@]4(C)C3CC[C@@]21C (stereo not given in full) – HepG2 tox = 16µM*
